Compound activity as filed in PubChem BioAssay.
GPR55 beta-arrestin: GPR55 agonists via beta-arrestin recruitment, primary screen, imaging, U2OS cells, beta-arrestin-GFP redistribution (AID 1961) | G-protein coupled receptor 55 (Homo sapiens) | U2OS GPR55 beta-arrestin-GFP redistribution imaging; higher % means a stronger effect | one-dose activation, % at 10 µM; EC50 in µM for titrated hits | hit rate 0.048% among 290,000;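 active = activation above 40% with more than 50 cells counted in the well; inconclusive = wells holding fewer than 50 cells, flagged as toxic or sparse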;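 note: U2OS osteosarcoma cells stably expressing GPR55 and beta-arrestin-GFP; plate controls were DMSO negative control for no effect and LPI positive control for full effect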
GPR35 arrestin U2OS: GPR35 antagonists blocking zaprinast-driven arrestin recruitment, primary screen, imaging, U2OS, beta-arrestin-GFP, zaprinast agonist (AID 2058). G-protein coupled receptor 35 (Homo sapiens). U2OS GPR35 beta-arrestin-GFP translocation imaging, zaprinast antagonism; higher % means a stronger effect. inhibition, % at 10 µM, or IC50 in µM where a hit was titrated. hit rate 0.052% among 290,000;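 active = inhibition of at least 50% with at least 30 cells and total cytoplasm GFP at most 10,000,000; inconclusive = under 30 cells or total GFP of 10,000,000 plus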
Myeloid diff 2: induction of myeloid progenitor differentiation, primary screen, cell-based, flow cytometry, MLPCN library; ER-HoxA9 myeloid progenitors, lysozyme-GFP differentiation; calls only at 10 µM; hit rate 1% among 360,000; AID 624256, 2012;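 active = normalized GFP-positive differentiation at or above the plate's own cutoff, the solvent-only control mean plus 3 SD; inconclusive = no clear call, values can overlap the other calls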;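 note: cells exposed to compound for four days before flow analysis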
NOD1 NF-kB reporter: NOD1 signaling inhibitors, primary screen, cell-based, luminescence, uHTS (AID 1578); NOD1-driven NF-kB luciferase reporter cells, luminescence; higher % means a stronger effect; inhibition, % at 4 µM; hits with a dose series show EC50 in µM; hit rate 1% among 290,000; in the data active = inhibition mostly above about 36%, no sharp cut-off; inactive = mostly below about 34%;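 note: HEK-293T reporter cells stimulated with the NOD1 agonist gamma-tri-DAP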
GPR55 antagonists: GPR55 antagonists blocking LPI-driven arrestin recruitment, primary screen, imaging, U2OS, beta-arrestin-GFP, LPI agonist (AID 2013); G-protein coupled receptor 55 (Homo sapiens); U2OS GPR55 beta-arrestin-GFP translocation imaging, LPI antagonism; higher % means a stronger effect; one-dose inhibition, % at 10 µM; IC50 in µM for titrated hits; hit rate 0.13% among 290,000;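 active = spots per cell inhibited over 60%, with over 100 cells counted and total cytoplasm intensity under 500,000; inconclusive = wells with under 100 cells, flagged as likely toxic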;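 note: U2OS cells stably carrying GPR55 and arrestin-GFP stimulated by 5 µM LPI near EC80; imaged beta-arrestin-GFP aggregate spots per cell after agonist stimulation; plate controls were LPI-stimulated DMSO wells for no effect and DMSO wells without LPI for full effect; some results filed as inactive read as strong as hits; confirmed hits need IC50 under 10 µM and bright autofluorescent wells are also inconclusive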
HEK293 NOD2/NF-kB: NOD2 signaling inhibitors, cell-based, luminescence, uHTS, HEK293 (AID 1566) | HEK293 NOD2/NF-kB luciferase reporter, luminescence; higher % means a stronger effect | one-dose inhibition, % at 4 µM; EC50 in µM for titrated hits | hit rate 0.63% among 290,000; note: many of its hits are not listed in these tables
KOR beta-arrestin-1: KOR agonists, beta-arrestin recruitment, primary screen, cell-based, luminescence, uHTS (AID 1777); Kappa-type opioid receptor (Homo sapiens); KOR beta-arrestin recruitment, luminescence; higher % means a stronger effect; one-dose activation, % at 10 µM; EC50 in µM for titrated hits; hit rate 0.02% among 280,000; in the data active = activation above about 50%, passing the limit was not always enough; note: a part of the inactive calls stands beside numbers as strong as those of hits
HIV fusion peptide: inhibitors of HIV fusion peptide binding, primary screen, biochemical, uHTS, fluorescence dequenching (AID 1986); cell-free peptide binding, fluorescence dequenching, 30 min; higher % means a stronger effect; inhibition, % at 20 µM, or IC50 in µM where a hit was titrated; hit rate 0.3% among 290,000; in the data active = inhibition mostly above about 52%, no sharp cut-off; inactive = mostly below about 76%; note: some results filed as inactive read as strong as hits
KOR beta-arrestin-2: KOR antagonists, beta-arrestin recruitment, cell-based, luminescence, uHTS (AID 1778); Kappa-type opioid receptor (Homo sapiens); KOR beta-arrestin recruitment, luminescence, antagonist mode; higher % means a stronger effect; inhibition, % at 10 µM, or IC50 in µM where a hit was titrated; hit rate 0.091% among 290,000; note: strong numbers were not always called active
Myeloid diff 2 GFP+ MAC1+ %: recorded beside Myeloid diff 2, whose call it bears; GFP+ MAC1+ double positive, %; measured here: differentiation confirmed by MAC1 staining
Starred values were filed as active, the others as inactive; i = inactive; ? = inconclusive; · = not tested or not shown; + = active, no number; [ ] = dose if it differs, or a comment. Cut-off read from the data, not from the text of the source, unless noted: active = inhibition above about 50%; inactive = the rest.

SMILES	GPR55 beta-arrestin	GPR35 arrestin U2OS	Myeloid diff 2	Myeloid diff 2 GFP+ MAC1+ %	NOD1 NF-kB reporter	GPR55 antagonists	HEK293 NOD2/NF-kB	KOR beta-arrestin-1	HIV fusion peptide	KOR beta-arrestin-2
Cc1ccc(COc2cccc(/C=N/NC(=O)c3nnn(-c4nonc4N)c3C)c2)cc1	-0.2%	-6%	i	3.3	-119%	-1%	-40%	59%	5.8%	-180%
O=C(N/N=C/c1ccc2c(c1)OCO2)c1ccc(COc2cccc3cccnc23)cc1	0.1%	0%	+	0.4*	-54%	-2%	-65%	4.3%	1.4%	-3%
CCOC(=S)SCC(=O)N1CCc2ccccc2C1C1C(=O)CC(C)(C)CC1=O (centres undefined)	0.0%	6%	i	0.2	5%	0%	5%	0.7%	0.9%	25%
COc1ccc(Br)cc1C(=O)NC(=S)Nc1cc(-c2nc3ccccc3[nH]2)ccc1C	7.1%	-5%	i	2.1	-27%	6%	-35%	4.5%	0.6%	3%
O=C(CSc1nnc(CNC(=O)c2ccc(F)cc2)o1)NCC1CCCO1 (centres undefined)	-0.1%	-10%	i	0.6	-36%	11%	-4%	3.9%	0.4%	-7%
CC(=O)Nc1nc(-c2ccc(Br)s2)cs1	0.7%	9%	i	1.2	-19%	4%	-11%	-2.5%	-0.6%	14%
COc1ccc2c(c1)CCc1c(C(=O)NCc3cccnc3)noc1-2	0.2%	2%	i	2.5	-45%	-14%	-34%	1.1%	-0.6%	5%
Cc1ccc(C(C)C)c(OCC(=O)NN=C(CCl)CCl)c1	0.4%	-1%	·	·	12%	5%	14%	2.3%	1.5%	-30%
CCOC(=O)N1CCN(C(=O)CCNS(=O)(=O)c2cc(Br)cnc2N)CC1	-0.1%	15%	i	0.8	6%	-4%	16%	-1.9%	-1.5%	5%
CC1CN(C(=O)CCC(=O)NCCCc2ccccc2)c2ccccc2O1 (centres undefined)	0.0%	6%	i	2.8	-18%	1%	0%	-6.3%	-0.8%	-20%[20 µM]
O=C(NCc1cccnc1)c1ccc(COc2ccccc2Cl)cc1	0.0%	-11%	i	0.3	-42%	20%	10%	-1.5%	1.4%	-37%
O=C1CSc2ccc(C(=O)NCCC3=CCCCC3)cc2N1	-0.2%	0%	i	5.8	-9%	18%	-35%	1.7%	-1.2%	-4%
Cc1nn(Cc2ccc(Cl)cc2Cl)c(C)c1NC(=O)C1C2CCC(O2)C1C(=O)O (centres undefined)	-0.4%	-10%	i	0.3	-1%	-2%	13%	5.9%	1.8%	17%
CC(=O)c1c(C)[nH]c(C(=O)N2c3ccccc3CC2C)c1C (centres undefined)	0.8%	18%	i	2.5	-22%	-2%	-14%	-1.1%	1.9%	-2%
C=CCNC(=S)NNC(=O)c1cccc2ccccc12	0.0%	-10%	i	2.1	-1%	-8%	-1%	0.4%	-2.6%	-23%
CNC(=O)c1csc(-c2ccccc2)n1	-0.1%	-6%	i	0.4	18%	-12%	16%	-4.0%	-1.5%	2%
CCOc1ccc(Br)cc1S(=O)(=O)Nc1nc(CN2CCOCC2)nc2sc(C)c(C)c12	-0.3%	0%	i	1.0	·	9%	5%	4.2%	-3.4%	-20%
CNC(=O)CN(c1cc(OCCOC)c(Cl)cc1Cl)S(=O)(=O)c1ccc(OC)cc1	0.0%	8%	i	0.2	-3%	-8%	5%	-0.6%	3.7%	-2%
CN1CCN(C2=C(Cl)C(=O)N(c3ccc(Cl)cc3)C2=O)CC1	-0.2%	-10%	i	2.7	-21%	-6%	-29%	-2.1%	0.1%	5%
CC1CN(C(=O)CCc2ccccc2)C(C)CN1C(=O)CCc1ccccc1 (centres undefined)	0.0%	14%	i	1.0	10%	7%	6%	2.9%	-1.0%	-32%
Cc1nc2ccc(NC(=O)C3CCN(S(=O)(=O)c4cccs4)CC3)cc2s1	0.0%	0%	i	1.0	-54%	6%	20%	-1.9%	6.8%	52%
CCCSc1nc(C)c(C(C)=O)cc1C#N	0.0%	-9%	i	0.7	-19%	-2%	6%	-2.6%	-0.1%	-14%
O=C(CCCN1C(=O)C2CC=CCC2C1=O)Nc1cccc(F)c1 (centres undefined)	0.0%	7%	i	0.5	-10%	7%	7%	-2.6%	-0.7%	15%
CC(=O)c1ccc(NC(=O)c2cc(CC(C)C)nc3ccccc23)cc1	-0.2%	3%	i	0.2	25%	8%	15%	-2.4%	0.4%	-7%
CCOC(=O)C(C(=O)OCC)C1CCS(=O)(=O)C1 (centres undefined)	-0.3%	-20%	i	0.7	-25%	8%	8%	1.1%	1.6%	2%
Carrying on.
SMILES	GPR55 beta-arrestin	GPR35 arrestin U2OS	Myeloid diff 2	Myeloid diff 2 GFP+ MAC1+ %	NOD1 NF-kB reporter	GPR55 antagonists	HEK293 NOD2/NF-kB	KOR beta-arrestin-1	HIV fusion peptide	KOR beta-arrestin-2
COC(=O)c1cncc(C)c1	0.0%	7%	i	0.4	3%	-2%	5%	-3.8%	2.0%	24%
COC(CNc1ncnc2sc(-c3ccccc3)cc12)OC	0.0%	1%	i	1.3	4%	11%	0%	-3.6%	-0.1%	-24%
O=C(Cn1cnc2ccccc2c1=O)NCC(=O)N1CCN(Cc2ccc3c(c2)OCO3)CC1	0.2%	-10%	i	1.2	-26%	2%	1%	0.2%	0.0%	15%
NNc1ccccc1C(F)(F)F	0.1%	-5%	i	1.4	-33%	-1%	-24%	-5.7%	-2.4%	-10%
CCOc1ccc(CN2CCN(Cc3cc4ccccc4[nH]3)CC2CCO)cc1 (centres undefined)	0.3%	-1%	i	0.2	-3%	8%	-20%	·	3.6%	-59%[20 µM]
N/C(Cc1cccs1)=N\OC(=O)COc1ccccc1	-0.1%	14%	i	1.2	16%	14%	-22%	3.6%	2.5%	-19%
CCOC(=O)N1CCN(C(=O)CCN2C(=O)COc3ccccc32)CC1	0.0%	0%	i	0.1	-30%	-17%	5%	2.9%	8.8%	-12%
C=CCN(C)NC(=S)Nc1ccccc1	0.2%	1%	i	0.3	-10%	-6%	5%	-3.3%	2.8%	14%
CCC(=O)N1c2ccccc2NC2=C(C(=O)CC(C)(C)C2)C1c1ccc(O)c(OC)c1 (centres undefined)	-0.4%	-2%	i	0.0	-19%	5%	12%	-0.6%	1.1%	-66%[20 µM]
CCC(C)NC(=O)C(Cc1ccccc1)n1cccc1 (centres undefined)	-0.3%	10%	i	1.2	-8%	5%	6%	-1.5%	-1.3%	15%
O=S(=O)(Nc1nc2c(s1)CCCC2)c1ccc(F)cc1	0.0%	-8%	i	5.9	4%	15%	25%	-0.4%	2.7%	5%
CSc1n[nH]c(NCc2ccc(C)cc2)n1	-0.3%	-15%	i	2.3	-33%	-6%	3%	-0.8%	-0.3%	4%
N#Cc1nc(-c2ccc(Cl)cc2)oc1NCc1ccco1	-0.1%	-4%	i	1.3	-22%	5%	-50%	-4.1%	-0.6%	7%
CCCCn1c(NC(=O)c2ccco2)c(S(=O)(=O)c2ccc(C)cc2)c2nc3ccccc3nc21	-0.2%	9%	+	2.2*	-13%	9%	4%	1.8%	4.4%	-2%
Cc1ccc(C(=O)NNC(=O)CCCN2C(=O)/C(=C/c3ccccc3Cl)SC2=S)cc1	-0.1%	-14%	i	0.6	-26%	11%	27%	5.2%	4.0%	-7%
O=c1c(Cc2ccc(F)cc2)c(O)ccn1CCCN1CCOCC1	-0.1%	7%	i	0.5	-25%	-8%	29%	-4.3%	-0.3%	-11%
O=C(CCCN1C(=O)c2cccc3cccc(c23)C1=O)NCc1cccnc1	0.5%	-11%	i	0.7	-38%	6%	5%	-3.7%	3.6%	15%
CC1CCN(S(=O)(=O)c2ccc3c(c2)oc(=O)n3C)CC1	0.3%	17%	i	4.1	-3%	8%	-4%	6.3%	0.1%	-26%
O=C(C#Cc1ccccc1)c1ccco1	0.3%	16%	?	·	73%*	8%	6%	8.4%	-1.0%	14%
N#CC1CCCc2c1[nH]c1ccc([N+](=O)[O-])cc21 (centres undefined)	0.0%	1%	i	0.6	3%	-3%	5%	-1.9%	-1.0%	4%
CCC1=NN2C(=N)/C(=C\c3ccc(SCc4ccco4)o3)C(=O)N=C2S1	-0.1%	21%	i	1.5	-16%	5%	7%	-6.0%	-2.8%	23%
COC(=O)c1sc2ncn(CC(=O)N(C)C3CCCCC3)c(=O)c2c1C	-0.2%	-9%	i	0.4	-17%	10%	0%	0.2%	0.6%	-10%
O=C(Cc1ccc(Cl)cc1)Nc1ccc2c(c1)C(=O)NC2=O	0.2%	5%	i	0.1	-24%	-3%	1%	2.6%	1.0%	-29%[20 µM]
O=C(Nc1cccc(C(F)(F)F)c1)/C(=C/c1ccco1)NC(=O)c1cccs1	0.3%	1%	i	1.3	1%	-11%	1%	3.8%	15%	2%
CC1(C)OC(=O)N(c2cccnc2)C1(C)O (centres undefined)	-0.1%	-12%	i	0.9	·	9%	-14%	-4.0%	-0.2%	28%
More structures.
SMILES	GPR55 beta-arrestin	GPR35 arrestin U2OS	Myeloid diff 2	Myeloid diff 2 GFP+ MAC1+ %	NOD1 NF-kB reporter	GPR55 antagonists	HEK293 NOD2/NF-kB	KOR beta-arrestin-1	HIV fusion peptide	KOR beta-arrestin-2
CCCOC(=O)c1ccc(Nc2cc(C)nc3ncnn23)cc1	0.3%	12%	i	0.6	12%	5%	12%	-3.9%	1.0%	-8%
Cc1occc1C(=O)NCc1nc(-c2ccc(Cl)cc2)no1	-0.1%	-6%	i	0.3	-19%	-8%	9%	0.3%	0.2%	-23%
Cn1c(C(=O)NCCC2=CCCCC2)cc2c(=O)n3ccccc3nc21	0.2%	-9%	i	1.1	-45%	4%	-49%	0.4%	3.1%	-14%
Cc1nc(NC(=O)CC(C)C)sc1-c1csc(Nc2ccc(Cl)cc2)n1	-0.1%	1%	i	0.6	0%	9%	19%	6.3%	11%	-19%
CN(Cc1ccccc1)S(=O)(=O)c1cccc2cccnc12	0.0%	-11%	i	0.9	12%	8%	-12%	5.1%	-1.8%	-11%
Cc1ccc(S(=O)(=O)c2cc3c(=O)n4ccccc4nc3n(C)c2=N)cc1	0.4%	2%	i	2.1	-20%	1%	-10%	-1.8%	-1.3%	-7%

Limited to KOR beta-arrestin-1 and GPR55 antagonists (two entries from above):
structure	KOR beta-arrestin-1	GPR55 antagonists
CCCOC(=O)c1ccc(Nc2cc(C)nc3ncnn23)cc1	-3.9%	5%
Cc1nc(NC(=O)CC(C)C)sc1-c1csc(Nc2ccc(Cl)cc2)n1	6.3%	9%

Some of the compounds tested. The share of hits here may be higher or lower than overall.
